# RORg inh – qHTS for inhibitors of ROR gamma transcriptional activity. 310,000 compounds, 5.4% hits. Drosophila S2 Gal4-RORgamma UAS-luciferase reporter, 20 h. AID 2551, 2010. Potency, µM (doses to about 53.6 µM), for the others: at the highest dose activity change, negative = inhibition, hits mostly inhibitors; also: % is scaled to controls: 0 for no effect and ±100 for the full control effect; nearly all actives have a fitted effect of over 60% in size
#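 Drosophila S2 cells stably expressing Gal4-DBD/mouse RORγ fusion under metallothionein promoter plus UAS-luciferase; compound 1 h, then 700 uM CuSO4 induction for 20 h at ambient temperature; inhibition read as reduced luminescence.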
# MBNL1 CUG block – qHTS Assay for Inhibitors of MBNL1-poly(CUG) RNA binding. Muscleblind-like protein 1 (Homo sapiens), Q9NR56. TR-FRET MBNL1-His/biotin-(CUG)12 binding, 665/545 ratio. Potency, µM (series often up to 57.5 µM), inactives show top-dose activity change, negative = inhibition, hits mostly inhibitors. 280,000 compounds, 0.036% hits. AID 2675, 2010; active = well fitted inhibition curve with a large enough effect in the signal ratio, with a control signal flat, not every such curve was filed as active; inconclusive = small, poorly fitted or top-dose-only effect, or effect the other way, or a change in a side signal; inactive = no such curve, though single readings can be large or run the other way; the % refers to the signal ratio; also: % is scaled to controls: 0 for no effect and ±100 for the full control effect
# Target sequence (Q9NR56 whole entry, looked up): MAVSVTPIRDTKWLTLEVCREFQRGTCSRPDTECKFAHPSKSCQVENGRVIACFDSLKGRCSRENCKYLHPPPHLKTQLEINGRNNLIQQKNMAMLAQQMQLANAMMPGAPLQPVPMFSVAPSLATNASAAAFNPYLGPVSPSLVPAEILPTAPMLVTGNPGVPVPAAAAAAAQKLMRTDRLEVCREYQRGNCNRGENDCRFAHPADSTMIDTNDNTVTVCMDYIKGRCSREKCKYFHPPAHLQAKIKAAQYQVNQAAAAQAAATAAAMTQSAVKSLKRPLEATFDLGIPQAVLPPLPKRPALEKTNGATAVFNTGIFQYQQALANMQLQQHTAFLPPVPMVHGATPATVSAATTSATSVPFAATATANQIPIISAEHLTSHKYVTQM
#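 TR-FRET between His-tagged MBNL1 and biotin-(CUG)12 RNA, detected with Tb anti-His antibody (0.055 ng/ul) and streptavidin-XL665 (5 nM), 60 min at room temperature. Compounds titrated 92 nM to 58 uM; 665/545 nm ratio normalized to buffer and complex controls.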
# uPA generation – qHTS for Inhibitors of Cell Surface uPA Generation. cell surface uPA generation assay, qHTS. Potency, µM (series often up to 38.3 µM), without a hit: at the top dose activity change, negative = inhibition, actives largely listed as inhibitors. 330,000 compounds, 0.31% hits; active = well fitted inhibition curve with a large enough effect; inconclusive = small, poorly fitted or top-dose-only effect; inactive = no such curve, though single readings can be large or run the other way; tested in mouse RAW 264.7 cells; also: % is scaled to controls: 0 for no effect and ±100 for the full control effect; nearly all actives have a fitted effect of over 55% in size
# Gal4-VP16 FLuc – VP16 counterscreen qHTS for inhibitors of ROR gamma transcriptional activity. Drosophila S2 Gal4-VP16 UAS-luciferase, luminescence, 20 h. Potency, µM (highest dose often 53.6 µM), for the others: top-dose activity, negative = inhibition, usual class: inhibitors. 310,000 compounds, 3.5% hits;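 also: Gal4-VP16 expression switched on by copper sulfate through the metallothionein promoter; % is scaled to controls: 0 for no effect and ±100 for the full control effect; nearly all actives have a fitted effect of over 50% in size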
# NPC1 promoter act – qHTS Assay for NPC1 Promoter Activators; Huh7 NPC1 promoter luciferase reporter, 24 h; Potency, µM (top dose mostly 9.22 µM), for the others: top-dose activation, usual class: activators; 320,000 compounds, 2.4% hits;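 also: % of control where 0% means no effect; nearly all actives have a fitted effect of over 60% in size; reporter is driven by a mutant NPC1 promoter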
#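 Quantitative HTS used a cell-based reporter: Huh7 cells stably bearing the NPC1 promoter upstream of luciferase were treated with compounds for 24 h, and promoter activation was read as luminescence.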
# ELG1 genotox – qHTS screen for small molecules that induce genotoxicity in human embryonic kidney (HEK293T) cells expressing luciferase-tagged ELG1 | HEK293T ELG1-luciferase reporter, luminescence, 16 h | 330,000 compounds, 1.3% hits | Potency, µM (top dose mostly 46 µM), for inactives: at the top dose activity change, positive = activation, actives largely listed as activators; also: % of control where 0% means no effect; nearly all actives have a fitted effect of over 60% in size
#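 HEK293T cells expressing luciferase-tagged ELG1 were exposed to compound or DMSO vehicle for 16 hr at 37 °C and 5% CO2. Luciferase activity was then measured with ONE-Glo after 30 min at room temperature.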
# BRCA1 expr act – qHTS Assay to Identify Small Molecule Activators of BRCA1 Expression | 380,000 compounds, 1.1% hits | Potency, µM (top dose mostly 46.1 µM), for inactives: at the highest dose activation, actives largely listed as activators | MCF7-BRCA1-FFLuc reporter, luminescence, 48 h; response scale: scaled: vehicle 0%, 10 µM genistein 100%; also: nearly all actives have a fitted effect of over 80% in size; some results filed as inactive show a strong effect at the top dose
#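 48 h compound treatment of MCF7-BRCA1-FFLuc cells (phenol-red free MEM, 37 °C), then 15 min with luciferase substrate and luminescence imaging.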
# Rab9 prom act – qHTS Assay for Rab9 Promoter Activators; 320,000 compounds, 2.8% hits; AID 485297, 2010; Huh7 Rab9 promoter-luciferase reporter, luminescence, 24 h; Potency, µM (top dose mostly 9.22 µM), without a hit: at the top dose activation, negative = inhibition, usual class: activators; also: % of control where 0% means no effect; nearly all actives have a fitted effect of over 60% in size
#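 Steps: seed 1500 Huh7 Rab9-luc cells per well, rest 2 h at 37 °C; add compound in DMSO; incubate 24 h; add luciferase reagent, 10 min ambient; read luminescence.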
# p53 reactivation – qHTS assay for re-activators of p53 using a Luc reporter | H1299 p53-A138V BP100-luciferase reporter, luminescence, 24 h | Potency, µM (series often up to 92.2 µM), inactives show top-dose activity change, positive = activation, usual class: activators | AID 504706, 2011 | 320,000 compounds, 0.063% hits; also: % of control where 0% means no effect; nearly all actives have a fitted effect of over 45% in size
#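 H1299 (p53-null), stable ts p53-A138V + BP100-Luc; 1000 cells/well, Opti-MEM/10% FBS; cpd 4 pt, 1:5; 24 h, 37 deg C, 5% CO2; detection reagent 10 min RT; luminescence.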
# FLuc modulator – qHTS profiling assay for firefly luciferase inhibitor/activator using purifed enzyme and Km concentrations of substrates (counterscreen for miR-21 project) | purified FLuc, Km substrates, luminescence inhibition | Potency, µM (titrated, usually from 57.5 µM), inactives show at the top dose activity change, negative = inhibition, most hits filed as inhibitors | 360,000 compounds, 6.9% hits | AID 588342, 2011;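 also: plate controls were vehicle for no effect and reference inhibitor for full effect; nearly all actives have a fitted effect of over 55% in size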
# Target sequence (P08659 whole entry, looked up): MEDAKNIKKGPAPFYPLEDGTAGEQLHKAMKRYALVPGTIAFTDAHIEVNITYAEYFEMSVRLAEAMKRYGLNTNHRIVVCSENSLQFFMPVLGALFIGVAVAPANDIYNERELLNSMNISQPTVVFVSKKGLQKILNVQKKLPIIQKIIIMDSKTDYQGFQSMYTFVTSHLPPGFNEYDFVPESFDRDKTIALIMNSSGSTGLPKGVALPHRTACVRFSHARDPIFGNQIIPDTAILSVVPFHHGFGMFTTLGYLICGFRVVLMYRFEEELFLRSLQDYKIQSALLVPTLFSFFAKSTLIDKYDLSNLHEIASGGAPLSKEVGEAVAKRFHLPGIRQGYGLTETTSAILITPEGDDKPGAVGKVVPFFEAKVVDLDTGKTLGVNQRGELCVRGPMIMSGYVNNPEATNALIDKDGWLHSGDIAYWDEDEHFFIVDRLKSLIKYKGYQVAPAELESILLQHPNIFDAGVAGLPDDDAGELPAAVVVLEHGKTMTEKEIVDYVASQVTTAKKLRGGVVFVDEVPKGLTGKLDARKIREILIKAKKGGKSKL
#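 Purified P. pyralis luciferase, 10 nM final, with Km-level 10 uM D-luciferin and 10 uM ATP in 50 mM Tris acetate pH 7.5, 10 mM Mg acetate, 0.01% Tween-20, 0.05% BSA; 6-point qHTS titration about 60 µM downward; luminescence read.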
# Numbers without * were called inactive; ? = inconclusive; / = no result given; [ ] = another dose, or the depositor's remark. Unless noted, calls follow the shape of the dose curve; as a rule, active = well fitted curve in the direction sought with a large enough effect; inconclusive = small, poorly fitted or top-dose-only effect, or another doubt; inactive = no such curve, though single readings can be large; an effect the other way counts as inactive or inconclusive. Potency is read from the fitted curve at half-maximal effect.
1. CCOCCn1c(N2CCN(c3ccc(OC)cc3)CC2)nc2c1c(=O)n(C)c(=O)n2C
2. O=C(N/N=C/c1ccc(F)cc1)c1cc[n+]([O-])cc1
3. CC(C)(O)C#Cc1ccccc1C(=O)NC(CC(N)=O)C(=O)O (stereo not drawn)
4. C(=N\Nc1ccccn1)/c1cccnc1
5. O=C(Nc1nnc(SCc2ccc(Cl)cc2)s1)C1CCCO1 (stereo not drawn)
6. O=C(NCc1ccc(C(F)(F)F)cc1)C1CC(c2cccc(F)c2)=NO1 (stereo not drawn)

assay / entry,1,2,3,4,5,6
RORg inh,5%,-44%,-3%,-34%,-36%,13%
MBNL1 CUG block,-14%,23%,-8%,?,0%,-8%
uPA generation,-1%,4%,1%,?,1%,-2%
Gal4-VP16 FLuc,7%,16%,1%,-16%,?,-6%
NPC1 promoter act,1%,-2%,/,18%,-3%,-1%
ELG1 genotox,0%,4%,/,7%,-7%,2%
BRCA1 expr act,0%,-10%,-2%,51%,19%,-1%
Rab9 prom act,-1%,0%,/,20%,6%,-2%
p53 reactivation,1%,7%,/,2%,3%,-3%
FLuc modulator,0%,0%,5%,?,0%,6%

7. Cc1ccc(CC(=O)Nc2ccccc2-c2ccccc2)cc1C
8. O=C(N/N=C/c1ccc(-c2ccc([N+](=O)[O-])cc2)o1)C(O)c1ccccc1 (stereo not drawn)
9. CCC1(CC)Cc2ccccc2-c2nc(NCCO)[nH]c(=O)c21
10. O=S(=O)(Cc1nnnn1-c1ccccc1)c1ccc(Cl)cc1
11. COc1ccc(C(=O)Nc2nc3ccccc3[nH]2)cc1
12. O=C(NC(=S)NC1CCCc2ccccc21)c1ccco1 (stereo not drawn)

assay / entry,7,8,9,10,11,12
RORg inh,0%,-44%,?,-1%,2.8µM*,7.1µM*
MBNL1 CUG block,-2%,?,1%,-3%,-2%,-3%
uPA generation,4%,-3%,/,1%,-23%,-5%
Gal4-VP16 FLuc,1%,?,-16%,-11%,6.3µM*,?
NPC1 promoter act,0%,-3%,-1%,4%,0.11µM*,-6%
ELG1 genotox,1%,1%,1%,-5%,?,-3%
BRCA1 expr act,-29%,-13%,-16%,-2%,-64%[inhibitor],-26%
Rab9 prom act,-5%,2%,0%,4%,?,1%
p53 reactivation,5%,?,0%,-1%,-6%,-9%
FLuc modulator,0%,-12%,1%,3%,0.19µM*,-12%

13. O=C(Nc1ccccc1-c1ccccc1)c1ccccc1
14. Nc1c(C(=O)Nc2ccc(Cl)cc2)sc2nc(N3CCOCC3)c3c(c12)CCCC3
15. c1ccc(C2=Nn3c(nnc3-c3cc(-c4ccccc4)n[nH]3)SC2)cc1
16. COc1cccc(NC(=O)COc2cccnc2[N+](=O)[O-])c1
17. Cc1ccc(-c2nn(-c3ccccc3)cc2/C=N/NC(=O)c2ccncc2)o1
18. CN1CCN(CC(O)Cn2c3ccccc3c3ccccc32)CC1 (stereo not drawn)

assay / entry,13,14,15,16,17,18
RORg inh,6%,-2%,29%,/,2.8µM*,1%
MBNL1 CUG block,0%,7%,3%,/,12%,-8%
uPA generation,-13%,-1%,-15%,-3%,-8%,10%
Gal4-VP16 FLuc,-14%,1%,-10%,/,11µM*,2%
NPC1 promoter act,-4%,-7%,8%,/,-4%,-1%
ELG1 genotox,-7%,?,?,14%,?,-3%
BRCA1 expr act,11%,20%,-79%,85%,?,2%
Rab9 prom act,6%,2%,4%,/,2%,-4%
p53 reactivation,-8%,3%,2%,-19%,15%,-10%
FLuc modulator,0%,4%,/,/,12µM*,0%

19. O=C(COC(=O)c1ccc(Br)cc1)NCCC1=CCCCC1
20. CC(=O)C(C)=O
21. Cc1cccc(C)c1NC(=O)CS(=O)CC(=O)NCCCc1ccccc1 (stereo not drawn)
22. O=C(CN1CCN(Cc2ccccc2)CC1)N1CCCCCC1
23. O=C(NCCCN1CCOCC1)C1CCN(S(=O)(=O)c2cccc(Cl)c2Cl)CC1
24. COc1ccc(C(=O)NCc2ccncc2)cc1OC

assay / entry,19,20,21,22,23,24
RORg inh,17%,4%,9%,-25%,/,18%
MBNL1 CUG block,2%,/,0%,/,/,0%
uPA generation,-3%,/,3%,3%,-11%,-4%
Gal4-VP16 FLuc,-3%,-4%,-10%,8%,/,1%
NPC1 promoter act,-3%,7%[46.1 µM],-1%,-3%,7%,-1%
ELG1 genotox,3%,/,-2%,1%,-3%,1%
BRCA1 expr act,1%,/,-2%,-11%,-3%,-12%
Rab9 prom act,-2%,-3%[46.1 µM],3%,-4%,-1%,-3%
p53 reactivation,1%,/,-4%,2%,-5%,-3%
FLuc modulator,3%,/,-1%,0%,4%,0%

25. CC1(C)CC2(CC(c3ccccc3F)c3ccc(O)c(O)c3O2)NC(=S)N1 (stereo not drawn)
26. Cc1cc(C(=O)N2CCCC(CO)(Cc3ccc(F)cc3)C2)c(C)o1 (stereo not drawn)
27. Cc1cccc(C(=O)NC2CCN(C(=O)NCc3ccccc3)CC2)c1
28. O=C(O)CCN(CCC(=O)O)S(=O)(=O)c1ccccc1
29. Cc1nc2ncnn2c(C)c1CCC(=O)N1CCN(Cc2ccccc2)CC1
30. Cc1ccc(SCCNC(=O)c2ccccc2C)cc1

assay / entry,25,26,27,28,29,30
RORg inh,-14%,9%,-34%,0%,7%,5%
MBNL1 CUG block,4%,1%,-5%,-4%,-6%,4%
uPA generation,1%,-8%,2%,4%,-1%,-7%
Gal4-VP16 FLuc,4%,-13%,9%,-3%,-7%,12%
NPC1 promoter act,1%,-6%,0%,2%,4%,1%
ELG1 genotox,0%,-1%,-1%,1%,-2%,-2%
BRCA1 expr act,-7%,12%,-6%,13%,14%,0%
Rab9 prom act,-1%,-3%,-3%,4%,-14%,2%
p53 reactivation,-2%,-8%,4%,-3%,9%,-6%
FLuc modulator,-15%,5%,-2%,1%,-1%,3%

31. Cc1nnsc1C(=O)N/N=C/c1ccc2ccccc2c1O
32. CC1=C(C(=O)Nc2ccccc2C)C(c2ccc(C)o2)NC(=S)N1 (stereo not drawn)
33. O=C(Nc1ccc(N2CCOCC2)cc1)C1CC(=O)N(c2ccccc2)C1 (stereo not drawn)
34. COc1ccc(-n2ncc3c(N4CCN(c5cccc(C)c5C)CC4)ncnc32)cc1
35. Nn1c(SCc2cc([N+](=O)[O-])cc3c2OCOC3)nnc1-c1ccccn1
36. O=C(Cn1nnc(-c2ccccc2)n1)NC1CCS(=O)(=O)C1 (stereo not drawn)

assay / entry,31,32,33,34,35,36
RORg inh,4.5µM*,-13%,20%,-19%,8%,/
MBNL1 CUG block,21%,0%,?,-2%,/,/
uPA generation,-10%,-1%,2%,8%,-1%,1%
Gal4-VP16 FLuc,2.8µM*,4%,-1%,-1%,12%,/
NPC1 promoter act,-18%,-3%,-7%,-10%,-4%,1%
ELG1 genotox,-8%,0%,11%,1%,-1%,-7%
BRCA1 expr act,-100%[inhibitor],9%,-3%,1%,-27%,0%
Rab9 prom act,-28%,-3%,1%,-1%,-1%,1%
p53 reactivation,?,-1%,-2%,3%,29%,-3%
FLuc modulator,?,-1%,?,0%,1%,6%

37. COC(=O)c1ccccc1NC(=S)N1CCN(C2CCCCC2)CC1
38. CNC(=O)c1c(NC(=O)c2ccc(S(=O)(=O)N3CCCCC3C)cc2)sc2c1CCN(C)C2 (stereo not drawn)
39. O=C(COc1ccccc1[N+](=O)[O-])OCC(=O)N1CCC(Cc2ccccc2)CC1
40. Cc1nc2ccc(NC(=O)c3ccc(Br)o3)cc2s1

assay / entry,37,38,39,40
RORg inh,-37%,6%,7%,?
MBNL1 CUG block,7%,15%,-7%,/
uPA generation,-3%,-2%,1%,0%
Gal4-VP16 FLuc,4%,3%,-21%,-2%
NPC1 promoter act,-5%,0%,1%,2.8µM*
ELG1 genotox,-1%,-9%,0%,-3%
BRCA1 expr act,2%,-27%,-2%,?
Rab9 prom act,5%,0%,-5%,2.5µM*
p53 reactivation,0%,-3%,-4%,18%
FLuc modulator,-3%,6%,-1%,15µM*

# Compound activity: PubChem BioAssay, National Center for Advancing Translational Sciences (NCATS)
